rTrxR1 inhibitor: qHTS Assay for Inhibitors of Mammalian Selenoprotein Thioredoxin Reductase 1 (TrxR1): qHTS | Thioredoxin reductase 1, cytoplasmic (Rattus norvegicus), O89049 | recombinant rTrxR1, NADPH fluorescence consumption, selenite substrate | Potency, µM (top dose mostly 114 µM), without a hit: at the top dose activity change, negative = inhibition, hits mostly inhibitors | 1% of 390,000 active | AID 588453, 2011; note: potency is the fitted concentration of half-maximal effect; % is set by controls: 0 for no effect and ±100 for the full control effect; nearly all actives have a fitted effect of over 65% in size
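Rat TrxR1 (90 nM in the dispensed reagent) was pre-reduced with 400 uM NADPH for 5 min at room temperature, then incubated with compound for 15 min. After 400 uM selenite was added, NADPH fluorescence (Ex 340/Em 450 nm) was followed for 8 min.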
Pin1 inhibitor: qHTS Assay to Find Inhibitors of Pin1 | Pin1 FP peptide displacement, HiFluor488, 10 min | Potency, µM (doses to about 115 µM), for the others: top-dose activity, negative = inhibition, most hits filed as inhibitors | 0.009% of 390,000 active | Peptidyl-prolyl cis-trans isomerase NIMA-interacting 1 (Homo sapiens), Q13526; active = well fitted inhibition curve with a large enough effect in the polarisation, with a control signal flat, not every such curve was filed as active; inconclusive = small, poorly fitted or top-dose-only effect, or effect the other way, or a change in a side signal; inactive = no such curve, though single readings can be large or run the other way; the % refers to the polarisation; note: potency is the fitted concentration of half-maximal effect; % is set by controls: 0 for no effect and ±100 for the full control effect
Target sequence (Q13526 whole entry, looked up): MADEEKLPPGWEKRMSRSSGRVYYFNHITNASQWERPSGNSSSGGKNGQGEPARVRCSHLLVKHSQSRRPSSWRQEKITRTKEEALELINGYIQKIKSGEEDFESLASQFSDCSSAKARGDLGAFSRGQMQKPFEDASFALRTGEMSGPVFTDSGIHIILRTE
TRHR PAM: qHTS for Small Molecule Agonists and Allosteric Enhancers of Human TRH Receptor: Primary Screen for Enhancers; TRHR cells, fluo-8 calcium fluorescence, EC20 TRH enhancement; enhancement, % at 2 µM; 0.66% of 360,000 active; Thyrotropin-releasing hormone receptor (Homo sapiens), P34981; in the data active = enhancement above about 30%; note: 0% is about no effect
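TRHR-expressing cells loaded with fluo-8 calcium dye were read kinetically (ex 480/em 530) during compound addition, then stimulated with an EC20 of TRH (10 nM final). Enhancement of the Gq-mediated intracellular calcium response was scored.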
D2 antag: HTS Assay for Allosteric Antagonists of the Human D2 Dopamine Receptor: Primary Screen for Antagonists; inhibition, % at 10 µM; 2% of 340,000 active; AID 485344, 2010; HEK293 TREx D2 cells, calcium flux, dopamine EC80; in the data active = inhibition above about 30%; note: 0% is about no effect
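Cells plated overnight at 30 C with tetracycline; no-wash calcium dye, 30–90 min RT; 10 s baseline; compound pinned; 180 s read; EC80 dopamine added; another 180 s read.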
IDH1 R132H inh: qHTS for Inhibitors of mutant isocitrate dehydrogenase 1 (IDH1): qHTS. IDH1-R132H enzyme, NADPH consumption, diaphorase/resazurin fluorescence. Potency, µM (doses to about 76.6 µM), without a hit: at the highest dose activity change, negative = inhibition, most hits filed as inhibitors. 0.093% of 390,000 active. AID 602179, 2012; note: potency is the fitted concentration of half-maximal effect; % is set by controls: 0 for no effect and ±100 for the full control effect; nearly all actives have a fitted effect of over 65% in size
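IDH1-R132H (0.5 ug/mL) preincubated 30 min with compound, then NADPH (0.016 mM) and alpha-KG (2 mM) added; 80 min at RT, pH 7.5. Remaining NADPH coupled via diaphorase/resazurin to fluorescence (540/590 nm); concentration-response curves normalized to no-enzyme control.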
D2 ag: HTS Assay for Allosteric Agonists of the Human D2 Dopamine Receptor: Primary Screen for Agonists; AID 485358, 2010; 0.53% of 340,000 active; activation, % at 2 µM; HEK293 T-REx D2 cells, calcium flux agonist mode;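 active = activation over 3 SD above normal in the single-dose calcium agonist read, cut at about 30% in these data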; note: 0% is about no effect
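Calcium-flux readout, 1 cycle/sec over 180 s following compound pin transfer, in inducible HEK293 Trex D2 cells (force-coupled); dopamine controls included. Positive calcium responses during this window marked compounds as potential agonists.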
TrxR1 substrate: qHTS Assay for Substrates of Mammalian Selenoprotein Thioredoxin Reductase 1 (TrxR1): qHTS | AID 588456, 2011 | 0.01% of 390,000 active | purified TrxR1 substrate turnover, NADPH consumption readout | Potency, µM (top dose mostly 114 µM), for inactives: at the top dose activity change, negative = substrate turnover | Thioredoxin reductase 1, cytoplasmic (Rattus norvegicus), O89049; note: potency is the fitted concentration of half-maximal effect; % is set by controls: 0 for no effect and ±100 for the full control effect; nearly all actives have a fitted effect of over 50% in size
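Rat TrxR1, dispensed at 90 nM, was prereduced with 400 uM NADPH (final) for 5 min at ~22 deg C, then incubated with compound 15 min before 400 uM selenite. A first-read NADPH fluorescence drop versus no-compound background flagged substrates.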
USP1 inh: Inhibitors of USP1/UAF1: Primary Screen. 0.23% of 390,000 active. Ubiquitin carboxyl-terminal hydrolase 1 (Homo sapiens), O94782. Potency, µM (highest dose often 57.1 µM), for inactives: top-dose activity change, negative = inhibition, hits mostly inhibitors. recombinant USP1/UAF1, Ub-Rhodamine cleavage fluorescence; note: potency is the fitted concentration of half-maximal effect; % is set by controls: 0 for no effect and ±100 for the full control effect; nearly all actives have a fitted effect of over 60% in size; inactives centre near -12
Target sequence (O94782 whole entry, looked up): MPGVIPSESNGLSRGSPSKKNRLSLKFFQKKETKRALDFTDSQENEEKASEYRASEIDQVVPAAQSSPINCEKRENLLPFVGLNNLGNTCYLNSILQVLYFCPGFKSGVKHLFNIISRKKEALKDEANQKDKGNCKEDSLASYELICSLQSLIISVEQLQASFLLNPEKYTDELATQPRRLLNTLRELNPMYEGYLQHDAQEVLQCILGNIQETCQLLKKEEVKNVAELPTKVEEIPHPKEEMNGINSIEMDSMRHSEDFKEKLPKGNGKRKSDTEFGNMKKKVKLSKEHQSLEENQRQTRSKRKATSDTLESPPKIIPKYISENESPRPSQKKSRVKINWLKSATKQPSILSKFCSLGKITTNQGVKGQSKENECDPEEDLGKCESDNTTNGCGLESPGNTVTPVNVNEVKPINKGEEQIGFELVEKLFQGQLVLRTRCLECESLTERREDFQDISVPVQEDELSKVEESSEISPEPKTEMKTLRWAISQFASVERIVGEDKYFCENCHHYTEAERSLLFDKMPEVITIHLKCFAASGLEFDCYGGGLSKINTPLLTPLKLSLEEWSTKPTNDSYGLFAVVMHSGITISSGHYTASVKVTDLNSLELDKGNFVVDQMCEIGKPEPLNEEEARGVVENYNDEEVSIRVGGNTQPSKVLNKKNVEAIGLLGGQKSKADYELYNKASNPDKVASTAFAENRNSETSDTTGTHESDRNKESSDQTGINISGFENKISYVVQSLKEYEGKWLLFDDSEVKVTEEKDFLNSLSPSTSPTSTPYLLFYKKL
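High-throughput fluorogenic screen: 1nM USP1/UAF1 complex, Ub-Rho substrate 150nM final, 50mM HEPES pH 7.8 with 0.5mM EDTA, 0.1 mg/ml BSA, 1mM TCEP and 0.01% Tween-20.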
TRHR agonist: qHTS for Small Molecule Agonists and Allosteric Enhancers of Human TRH Receptor: Primary Screen for Agonists | Thyrotropin-releasing hormone receptor (Homo sapiens), P34981 | TRHR cells, calcium flux fluo-8, FDSS agonist mode | activation, % at 2 µM | 0.18% of 360,000 active | AID 493084, 2011; in the data active = activation above about 30%; note: 0% is about no effect
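Steps: seed TRHR cells overnight; add fluo-8 no-wash Ca dye, RT 30 min–1.5 h; record 10 s baseline; pin-transfer compounds; monitor fluorescence 1 cycle/s for the agonist window. Calcium increases flag candidate agonists.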
Numbers without * were called inactive; ? = inconclusive; . = no result given; & = joins results of further samples; [ ] = remark or other dose. Unless noted, calls come from the whole dose curve; as a rule, active = well fitted inhibition curve with a large enough effect; inconclusive = small, poorly fitted or top-dose-only effect; inactive = no such curve, though single readings can be large or run the other way. Not all compounds are listed; rates above refer to the full screens.

SMILES	rTrxR1 inhibitor	Pin1 inhibitor	TRHR PAM	D2 antag	IDH1 R132H inh	D2 ag	TrxR1 substrate	USP1 inh	TRHR agonist
COc1ccc(OC(=O)COc2cc(C)ccc2C)cc1	14%	?	-3	6	-1%	0.0	-1%	?	0.3
Cc1ccc(C2=Nc3ccccc3N(CC(=O)NCc3ccc(F)cc3)C(=O)C2)cc1C	25%[57.1 µM]	0%	12	.	5%	-0.4	6%[57.1 µM]	-4%	0.3
Clc1ccc(OCCNCCc2ccccc2)cc1	8%	-1%	43*	54*	10%	3.4	0%	-14%	0.7
CSc1ccccc1OCc1cc(C(=O)NCc2cccc(C)n2)no1	-3%	5%	0	-11	0%	0.3	-3%	-35%	-0.4
Cc1ccccc1NC(=O)CSc1nc(N2CCCCC2)nc(N2CCCCC2)n1	-13%[57.1 µM]	9%	1	19	-1%	-0.7	1%[57.1 µM]	-1%	0.3
CC(=O)/C(C#N)=C1\NC(=O)C(Cc2ccccc2C)S1 (stereo unspecified)	12%[57.1 µM]	-5%	2	-3	2%	-0.1	-7%[57.1 µM]	-5%	0.2
Cc1ccc(/C=C/c2onc(C)c2S(=O)(=O)N2CCC(C(=O)Nc3cc(C)ccc3C)CC2)cc1	20%[57.1 µM]	-6%	3	.	-6%	1.0	0%[57.1 µM]	-10%	0.6
C=CCn1cc(C(=O)NCC2CCCO2)c(=O)c2cc(S(=O)(=O)N3CCCCCC3)ccc21 (stereo unspecified)	1%	-3%	-5	.	2%	.	1%	-10%	-0.3
O=C(CCC(=O)N1CCOc2ccccc21)NCCN1CCOCC1	14%[57.1 µM]	2%	-5	22	-2%	0.1	7%[57.1 µM]	-11%	0.0
COc1ccc(O)c(/C=C2/SC(=S)N(Cc3ccccc3)C2=O)c1	-1%	?	-5	-1	0%	7.2	0%	?	16
CC(NC(=O)COC(=O)COc1ccc(C(=O)c2ccccc2)cc1)c1ccccc1 (stereo unspecified)	18%	-1%	-6	5	4%	-1.3	9%	-11%	-0.2
Cc1ccc(C(=O)NCC(c2cccs2)S(=O)(=O)c2cccs2)cc1 (stereo unspecified)	-2%[57.1 µM]	-4%	-2	.	33%[activator]	0.4	-2%[57.1 µM]	?	-0.2
O=C(NC1CC1)C1=C[C@H](c2csc3ccccc23)C[C@H](OCCCCO)O1	4%	-10%	0	-2	-4%	-0.2	-5%	-4%	-0.3
Cc1cn(CC(=O)NCCCN2CCCC2=O)c(=O)[nH]c1=O	18%	-2%	.	.	-2%	.	2%	-7%	.
CN1C(=O)C2C=CC1C1C(=O)N(c3ccccc3)C(=O)C21 (stereo unspecified)	16%	-2%	8	21	5%	0.8	7%	-19%	-0.1
Nc1cc(C(=O)O)ccc1Sc1ccccc1C(=O)O	5%[11.4 µM]	-5%	1	19	2%	0.9	6%[11.4 µM]	-23%	0.1
Cn1nnnc1SCCNCc1cccnc1	5%	?	5	2	3%	0.4	0%	-3%	-0.5
COc1ccc(-c2ccc(CCC(=O)O)n2-c2ccc(Cl)cc2C)cc1	?	-7%	-1	.	.	-1.2	6%	-5%	-0.5
Cc1c(Cl)c(C(F)(F)F)nn1CC(=O)NN	27%	2%	1	0	-2%	1.4	9%	-17%	0.1
COc1ccc(N2CCN(C(=O)CN3CCN(C(c4ccccc4)c4ccccc4)CC3)CC2)cc1	-6%	-13%	23	-9	1%	-1.2	-8%	-15%	-2.4
COC(=O)C1CCN(c2ccc([N+](=O)[O-])cc2[N+](=O)[O-])CC1	2%	1%	-1	1	5%	0.8	-11%	-12%	0.6
O=C(NCCCNC(=O)c1ccccn1)c1cccc(F)c1	-3%	6%	0	-15	0%	0.4	-2%	-9%	-0.4
Cc1ccc(C(=O)ON=C2CCN(S(=O)(=O)c3ccccc3)CC2)cc1	-4%	-6%	-1	-5	0%	0.9	-13%	-8%	0.2
C/C=C\C(=O)Nc1cccc(C2=NOC3(C2)C[C@H](C(N)=O)N(C(=O)[C@H]2CCC(=O)N2)C3)c1 (stereo partly specified)	5%[57.1 µM]	-2%	-5	.	-8%	.	5%[57.1 µM]	?	0.3
OCCNCCSc1ccc(Cl)cc1	0%	-1%	0	-9	10%	0.0	4%	-23%	-1.3

Looked up one by one from the entries so far:
SMILES	rTrxR1 inhibitor	Pin1 inhibitor	TRHR PAM	D2 antag	IDH1 R132H inh	D2 ag	TrxR1 substrate	USP1 inh	TRHR agonist
CC(=O)/C(C#N)=C1\NC(=O)C(Cc2ccccc2C)S1 (stereo unspecified)	12%[57.1 µM]	-5%	2	-3	2%	-0.1	-7%[57.1 µM]	-5%	0.2
COc1ccc(N2CCN(C(=O)CN3CCN(C(c4ccccc4)c4ccccc4)CC3)CC2)cc1	-6%	-13%	23	-9	1%	-1.2	-8%	-15%	-2.4
Cc1cn(CC(=O)NCCCN2CCCC2=O)c(=O)[nH]c1=O	18%	-2%	.	.	-2%	.	2%	-7%	.

Next records.
SMILES	rTrxR1 inhibitor	Pin1 inhibitor	TRHR PAM	D2 antag	IDH1 R132H inh	D2 ag	TrxR1 substrate	USP1 inh	TRHR agonist
CC1(C)Cc2c(C#N)c(SCCO)nc(N3CCOCC3)c2CO1	-19%	0%	13	1	5%	1.2	11%[57.1 µM]	-11%	0.3
COc1ccc(CC(=O)OCC(=O)NCc2ccccc2Cl)cc1OC	6%	0%	2	-17	-6%	1.2	4%	-9%	-0.3
COC(=O)c1cc(NC(=O)c2c(Cl)cnn2C)cc(C(=O)OC)c1	-22%	1%	15	-2	4%	0.0	-15%	-1%	0.1
O=C(Cn1cccc1C(=O)c1ccccc1)NCc1ccco1	-8%	1%	3	4	6%	0.4	0%	-17%	0.0
COc1cc(/C=N/NC(=O)CSc2ccccn2)ccc1OC(C)C	24%[57.1 µM]	16%	4	-4	11%	-1.2	-2%[57.1 µM]	-6%	0.0
CCN1CCN(c2cc(C)c3cc(NC(=O)c4ccncc4)ccc3n2)CC1	-22%	-3%	1	1	0%	0.8	-18%	-3%	0.5
O=C(Cc1ccccc1)N/N=C/c1cccnc1	-1%[57.1 µM]	0%	2	-8	-1%	-0.6	2%[57.1 µM]	-4%	-0.7
CN(CC(=O)Nc1ccccc1Cl)C(=O)c1ccccc1Sc1ccccc1C#N	7%	0%	-3	-34	10%	-0.8	-2%	-10%	-0.1
Cc1nc2c(C(=O)NCc3ccc(F)cc3)c[nH]n2c(=O)c1Cl	23%	-4%	17	14	10%	-0.8	12%	-20%	-0.1
Cc1cccc(NC(=O)c2ccc([N+](=O)[O-])cc2Cl)n1	5%	-2%	3	-3	0%	0.7	2%	-11%	0.4
COc1cccc(N2CCN(C(=O)CCS(=O)(=O)c3ccc4c(c3)oc(=O)n4C)CC2)c1	-29%&-11%	-7%&15%	6&-9	4	19%&-5%	0.3&0.8	6%&5%	-7%&-15%	-0.1&0.8
Cc1ccc(C(=O)CSc2nnc3c4ccccc4nc(Cc4ccccc4)n23)cc1	13%[57.1 µM]	-18%	0	.	11%	.	7%[57.1 µM]	0%	0.6
O=c1[nH]c2ccc(NCc3ccc(-c4ccc(Cl)cc4)o3)cc2[nH]1	-22%	1%	9	.	44%[activator]	-1.7	-15%	-2%	-2.6
CCCN(CCC)CCCNC(=O)c1cc2c(=O)n(C)c3ccccc3c2s1	?	7%	14	.	10%	0.8	42%[activator]	-13%	-0.8
Cc1ccc(NC(=O)COC(=O)Cn2cnc3c2c(=O)n(C)c(=O)n3C)cc1	30%	-4%	.	.	16%	.	7%	?	.
Cc1ccc(S(=O)(=O)NC(=O)Nc2nc(-c3ccc(F)c(F)c3)cs2)cc1	5%[57.1 µM]	0%	1	1	1%	0.5	5%[57.1 µM]	-15%	-0.6
COc1cc(/C=C2\SC(=S)N(CCC(=O)NC3CCCC3)C2=O)cc(OC)c1OC	32%[57.1 µM]	3%	0	5	3%	0.2	11%[57.1 µM]	-16%	-0.4
OC(Cn1cnnc1)c1ccccc1 (stereo unspecified)	12%	-2%	13	-12	0%	1.6	-8%	-19%	-0.3
CCOC(=O)CSc1nc2cc(C(=O)NCC3CCCO3)ccc2c(=O)n1Cc1ccco1 (stereo unspecified)	3%	4%	5	-2	-4%	2.3	7%	-10%	-0.4
O=C(CN1CCC(NC(=O)Nc2ccccc2)CC1)Nc1cccc([N+](=O)[O-])c1	4%[57.1 µM]	1%	24	-7	-5%	-1.3	4%[57.1 µM]	-15%	0.4
COc1c(Cl)cc(Cl)cc1CNCc1ccccc1	5%	1%	-3	-9	6%	-2.1	3%	-24%	-0.9
O=C1C(Cl)=C(N2CCCCCC2)C(=O)N1c1ccc(Br)cc1	1%	?	-3	8	-6%	0.1	-1%	-21%	0.7
CCCCC(CC)CNC(=O)Cn1c(=S)[nH]c2ncccc2c1=O (stereo unspecified)	.	.	-1	4	.	2.7	.	.	-0.5
O=C(NCCN1CCN(c2ccccc2)CC1)C1CCCN(S(=O)(=O)c2cnc[nH]2)C1 (stereo unspecified)	-10%	-2%	1	76*	-7%	74*	-4%	-22%	0.0
O=C(CSc1nncc(=O)[nH]1)NC1CCCCC1	28%[57.1 µM]	-11%	-5	3	5%	-2.9	5%[57.1 µM]	-3%	0.4

Screens: PubChem, National Center for Advancing Translational Sciences (NCATS)
